p53ts 39C tox: qHTS Screen for Compounds that Selectively Target Cancer Cells with p53 Mutations: Cytotoxicity of p53ts Cells at the Nonpermissive Temperature; H1299-p53A138V viability at 39C, ATP luminescence, 24 h; Potency, µM (doses to about 46.1 µM), for the others: at the highest dose activity change, negative = cell killing, hits mostly cytotoxic; 1.5% of 130,000 active; note: nearly all actives have a fitted effect of over 55% in size
IkB sig inh: IkB Signaling | 0.04% of 110,000 active | ABC-DLBCL IkBa-CBG/CBR dual luciferase ratio, 4 h; response scale: scaled: untreated 0%, proteasome inhibitor 100% | Potency, µM (top dose mostly 57.1 µM), inactives show top-dose IkBa stabilization activation | AID 445, 2006; active = well fitted curve in the direction sought with a large enough effect in the signal ratio, not every such curve was filed as active; inconclusive = small, poorly fitted or top-dose-only effect, or a change in a side signal; the % refers to the signal ratio;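 note: the direction sought is a rising ratio; 0% = basal untreated cells and 100% = reference inhibitor full response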
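Curves were fitted separately to fusion (green), unfused (red) and ratio luminescence, then classed by r2, magnitude and activity. Cells: OCI-Ly3, 4 h compound plus doxycycline at 37C; 10 uM MG-132 defined full response.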
p53ts 32C tox: qHTS Screen for Compounds that Selectively Target Cancer Cells with p53 Mutations: Cytotoxicity of p53ts Cells at the Permissive Temperature; H1299-p53A138V at 32C, ATP luminescence viability, 24 h; Potency, µM (top dose mostly 46.1 µM), for the others: at the highest dose activity change, negative = cytotoxicity, actives largely listed as cytotoxic; 0.93% of 130,000 active; AID 924, 2007;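 note: 0% = DMSO and -100% = full killing by reference compound; nearly all actives have a fitted effect of over 55% in size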
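H1299-p53 A138V cells (temperature-sensitive p53) exposed 24 h to up to 46 uM compound at 32C, where p53 is wild-type in conformation. Viability read as ATP luminescence and normalised to DMSO and 100 uM tamoxifen. AC50 fitted with the Hill equation.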
Peg3 imprint: qHTS Assay for Compounds that Induce Erasure of Genomic Imprints. mouse ES Peg3-LacZ reporter, beta-gal luminescence, 40 h. Potency, µM (series often up to 60.7 µM), inactives show top-dose activity change, positive = activation, most hits filed as activators. 0.02% of 110,000 active;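 note: 0% = negative control wells on the plate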
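Each well holds 300 Peg3LacZ-Neo (maternal) female ES cells incubated 40 h at 37C, 5% CO2. LacZ is measured by BetaGlo luminescence, with AC50 and maximum efficacy derived from dose-response curves.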
* hit, by the source's call; ? = inconclusive; · = no result given; [ ] = dose if it differs, or a comment. Unless noted, calls come from the whole dose curve; as a rule, active = well fitted curve in the direction sought with a large enough effect; inconclusive = small, poorly fitted or top-dose-only effect, or another doubt; inactive = no such curve, though single readings can be large; an effect the other way counts as inactive or inconclusive. Unless noted, % is set by controls: 0 for no effect and ±100 for the full control effect; potency is the fitted concentration of half-maximal effect.

1: Cn1cc([N+](=O)[O-])c(C(=O)N/N=C/c2ccc([N+](=O)[O-])cc2)n1
2: CC1(C)CC(=O)c2cc(-c3nc(-c4ccccc4)cs3)c(=O)[nH]c2C1
3: CC(C)=CCC/C(C)=C/CO/N=C1/C[C@@H](O)[C@@H](O)[C@@H]2[C@@H]3C(=O)N(Cc4ccccc4)C(=O)[C@H]3CC[C@@H]12
4: CC1(c2ccccn2)Nc2ccccc2-c2nc3ccccc3n21 (stereo not drawn)
5: COc1ccc(-n2c(Cc3cccn3C)nnc2SCC(=O)NCC2CCCO2)cc1 (stereo not drawn)
6: CC1CCc2c(sc3nnn(CC(=O)Nc4ccc(Cl)cc4)c(=O)c23)C1 (stereo not drawn)
7: COc1ccc2nc(N(Cc3cccnc3)C(=O)Cc3ccccc3)sc2c1
8: Cc1cccc(NC(=O)C2CCN(S(=O)(=O)c3c(C)noc3/C=C/c3ccco3)CC2)c1C
assay / compound	1	2	3	4	5	6	7	8
p53ts 39C tox	21.9%	6.6%	3.8%[9.22 µM]	3.3%	5.2%	-10.4%	-13.6%	2.6%
IkB sig inh	·	-2.8%	·	-0.4%	2.4%	?	-0.2%	-1.3%
p53ts 32C tox	2.8%	7.3%	2.8%[9.22 µM]	-17.0%	-16.8%	2.3%	-7.7%	-3.0%
Peg3 imprint	·	-8.3%[10.9 µM]	·	-22.1%	-5.4%	-13.7%[10.9 µM]	-7.4%[10.9 µM]	-5.1%[10.9 µM]

9: O=C(NCCN1CCOCC1)c1ccc(CS(=O)(=O)Cc2ccccc2F)o1
10: CN1CCN(c2ccccc2NC(=O)C(Cc2ccccc2)n2cccc2)CC1 (stereo not drawn)
11: CCc1ccccc1NC(=O)c1ccc(CN2C(=O)CCn3nc(C)cc32)cc1
12: O=C(OC1CCCCC1=O)c1cc(=O)c2ccccc2o1 (stereo not drawn)
13: COc1cccc(-c2cc(N)nn2C(=O)Nc2ccc(Cl)cc2)c1
14: O=C(Nc1cccs1)Nc1ccccc1Cl
15: CN1CCN(C2=C(Cl)C(=O)N(Cc3ccccc3)C2=O)CC1
16: COc1ccc(CCNC(=O)CCn2c(=O)c3cccn3c3ccc(F)cc32)cc1OC
assay / compound	9	10	11	12	13	14	15	16
p53ts 39C tox	-4.2%	-7.5%	42.0%[activator]	-0.2%	-8.9%	-6.0%	?	-6.5%
IkB sig inh	-0.2%	-2.7%	?	-0.7%	?	2.2%	1.4%	?
p53ts 32C tox	5.7%	5.1%	1.8%	-3.0%	6.0%	-16.1%	10.5%	-1.3%
Peg3 imprint	-3.3%	-15.2%	26.2%[10.9 µM]	-5.1%	-13.9%	-42.9%[inhibitor]	-20.9%	-3.4%[10.9 µM]

17: CCC1CCCCN1c1nc2c(C=O)c(C)nn2c2ccccc12 (stereo not drawn)
18: CCOC(=O)COC(=O)c1ccc(Oc2cc(C)nc(SC)n2)cc1
19: Cc1ccc(NC(=O)n2ncc3c(C)cccc32)c(C)c1
20: O=C(NO)c1ccc(C(=O)N(C2CCCCC2)C2CCCCC2)cc1
21: Cc1ccc(S(=O)(=O)NCc2cn3c(C)csc3n2)cc1
22: CCc1ccc(C2CC(=O)N3CN(c4ccccc4)CSC3=C2C#N)cc1 (stereo not drawn)
23: O=C(c1cccs1)N1CCCc2cc(NS(=O)(=O)c3ccc(Br)cc3)ccc21
24: CCOC(=O)c1ccc(NC(=O)C2(c3ccccc3)CCOCC2)cc1
assay / compound	17	18	19	20	21	22	23	24
p53ts 39C tox	-6.2%	17.7%	-6.3%	-28.2%	11.3%	-9.6%	4.4%	-2.4%
IkB sig inh	·	·	-0.8%	3.6%	-0.3%	?	?	·
p53ts 32C tox	4.4%	-3.3%	-9.4%	-10.6%	-3.4%	-8.6%	36.2%[activator]	-4.1%
Peg3 imprint	·	·	-7.3%[10.9 µM]	-9.9%	-9.6%	-27.0%	-13.2%[10.9 µM]	·

25: COc1ccc(Oc2ncc3nc(CCc4ccccc4)c(=O)n(C)c3n2)cc1
26: O=C(NCCc1ccccc1)c1ccc2c(c1)N(Cc1ccc(F)cc1)C(=O)c1ccccc1S2(=O)=O
27: COc1ccc(-n2c(Cc3cccn3C)nnc2SCC(=O)NCc2ccc(F)cc2)cc1
28: Cc1ccc2nc3c(c(N)c2c1)CCN3c1ccccc1
29: COc1ccccc1C(=O)N1CCC(c2noc(-c3ccc(S(=O)(=O)N4CCCC4)cc3)n2)CC1
30: O=C(OCc1nc2ccccc2s1)C1CCN(S(=O)(=O)c2cccs2)CC1
31: COc1ccc(S(=O)(=O)NCc2cccn2Cc2cccc(C)c2)cc1
32: Cc1noc(C)c1C(=O)N1CCC[C@@]2(CCN(Cc3nccs3)C2)C1
assay / compound	25	26	27	28	29	30	31	32
p53ts 39C tox	15.6%	-10.8%	2.4%	-14.8%	2.6%	-5.2%	-22.0%	4.5%
IkB sig inh	2.4%[11.4 µM]	-1.0%	-1.7%	0.0%	?	2.2%	1.3%	1.7%[11.4 µM]
p53ts 32C tox	-10.4%	8.5%	8.5%	-12.3%	1.5%	0.2%	-29.1%	1.1%
Peg3 imprint	·	-16.9%[10.9 µM]	15.3%	-10.6%	-15.8%[10.9 µM]	-5.8%	-13.3%[10.9 µM]	·

33: Cc1ccc(NC(=O)Nc2cc3c(cc2N2CCCCC2)n(C)c(=O)n3C)cc1Cl
34: O=C(CSCCO)Nc1ccc(C2CCCCC2)cc1
35: CN1CCN(c2ncc3c(n2)CCN(Cc2ccc(Br)s2)C3)CC1
36: CC1Oc2ccccc2N(CC(=O)NCC2CCCO2)C1=O (stereo not drawn)
37: CCC12CN3CC(C)(CN(C1)C3c1ccccc1C)C2=O (stereo not drawn)
38: CN1CCN(C(=O)c2ccc(Cl)c(S(=O)(=O)N3CCCCC3)c2)CC1
39: O=C(O)CC(C(=O)Nc1cccc(C(F)(F)F)c1)C1CCCO1 (stereo not drawn)
40: Cn1c(C(=O)NC2CCCCC2)cc2c(=O)n(C)c3ccccc3c21
assay / compound	33	34	35	36	37	38	39	40
p53ts 39C tox	8.5%	-11.4%	-21.8%	-0.6%	-6.2%	-7.0%	-4.6%	-10.5%
IkB sig inh	?	0.1%	1.0%	-1.0%	?	1.1%	-1.1%	0.3%
p53ts 32C tox	29.6%	-21.2%	-6.2%	3.6%	1.7%	1.4%	-2.8%	0.0%
Peg3 imprint	-11.6%[10.9 µM]	?	-9.4%[10.9 µM]	-2.5%	-12.4%[10.9 µM]	2.5%	0.2%	-10.3%

41: c1ccc2c(c1)c1ccccc1n2CN1CCOCC1
42: Cn1ncc(Cl)c1C(=O)Nc1ccc(Cl)cn1
43: CC(=O)c1cccc(NC(=O)CN2C(=O)NC3(CCCCCCC3)C2=O)c1
44: CCOc1ccccc1NC(=O)c1cccc2c1C(=O)N(C1CCCCC1)C2
45: CCCCC#Cc1ccccc1CC(=O)Nc1ccccc1
46: Cn1c(SCC(=O)Nc2ccc(N3CCOCC3)c(Cl)c2)nnc1-c1ccccc1
47: FC(F)(F)c1nnc2ccc(NCn3nnc4ccccc43)nn12
48: Cn1c(Cc2ccccc2)nnc1SCC(=O)Nc1ccc2c(c1)OCO2
assay / compound	41	42	43	44	45	46	47	48
p53ts 39C tox	13.4%	-6.0%	-12.6%	10.5%	16.3%	6.7%	6.3%	-6.5%
IkB sig inh	·	·	-0.1%	-0.2%	·	0.6%	-1.0%	1.5%
p53ts 32C tox	-2.3%	-2.4%	-3.5%	19.0%	8.2%	2.9%	-2.0%	-12.0%
Peg3 imprint	·	·	-8.4%	-13.5%[10.9 µM]	-20.8%	-2.5%	-8.9%	-14.9%

49: CCOc1ccc(NC(=O)CSc2nc3c(oc4ccccc43)c(=O)n2-c2ccccc2C)cc1
50: Cc1cnc(CNc2ccnc(-c3ccccc3CN(C)C)n2)cn1
51: COc1cc(C(=O)NCc2nc3cccnc3n2Cc2ccc(C)cc2)cc(OC)c1OC
52: Cc1ccc(C)n1-c1nnc(N2CCC(C(=O)NCc3ccccc3Cl)CC2)s1
53: CCOc1cc(C#N)c(NC(=O)c2ccc(OC)c(S(=O)(=O)N3CCCCC3)c2)cc1OCC
54: COc1cc(C(=O)NCc2nc(-c3ccc(Cl)cc3)no2)cc(OC)c1OC
55: COC(=O)c1ccc(Cl)c(NC(=O)C2CCN(S(=O)(=O)Cc3ccccc3)CC2)c1
56: O=C(O)/C=C(/c1ccccc1)C(F)(F)F
assay / compound	49	50	51	52	53	54	55	56
p53ts 39C tox	-18.0%	-2.3%	-18.1%	-7.9%	7.8%	6.1%	5.3%	5.9%
IkB sig inh	?	-1.6%[11.4 µM]	4.4%	2.8%	-3.6%	-0.1%	0.7%	0.7%
p53ts 32C tox	11.4%	-0.6%	8.2%	-2.8%	-1.3%	1.0%	6.8%	2.3%
Peg3 imprint	-17.9%[10.9 µM]	-11.2%	5.4%[10.9 µM]	8.3%[10.9 µM]	7.4%[10.9 µM]	-8.4%[10.9 µM]	-8.8%[10.9 µM]	4.9%

Reformatted with values under each structure: part of the list above.
Sequence of screens – p53ts 39C tox	IkB sig inh	p53ts 32C tox	Peg3 imprint
#56 O=C(O)/C=C(/c1ccccc1)C(F)(F)F
→ 5.9%	0.7%	2.3%	4.9%
#49 CCOc1ccc(NC(=O)CSc2nc3c(oc4ccccc43)c(=O)n2-c2ccccc2C)cc1
→ -18.0%	?	11.4%	-17.9%[10.9 µM]
#53 CCOc1cc(C#N)c(NC(=O)c2ccc(OC)c(S(=O)(=O)N3CCCCC3)c2)cc1OCC
→ 7.8%	-3.6%	-1.3%	7.4%[10.9 µM]
#50 Cc1cnc(CNc2ccnc(-c3ccccc3CN(C)C)n2)cn1
→ -2.3%	-1.6%[11.4 µM]	-0.6%	-11.2%
#55 COC(=O)c1ccc(Cl)c(NC(=O)C2CCN(S(=O)(=O)Cc3ccccc3)CC2)c1
→ 5.3%	0.7%	6.8%	-8.8%[10.9 µM]
#52 Cc1ccc(C)n1-c1nnc(N2CCC(C(=O)NCc3ccccc3Cl)CC2)s1
→ -7.9%	2.8%	-2.8%	8.3%[10.9 µM]

More structures:
57: CCCNC(=O)CC(NS(=O)(=O)c1ccc(Cl)cc1)c1ccco1 (stereo not drawn)
58: Cc1noc(C)c1-c1ccc2ncnc(N(C)Cc3ccco3)c2c1
59: O=C(Nc1ccc2c(c1)OCO2)C1COc2ccccc2O1 (stereo not drawn)
60: Cc1cccc(S(=O)(=O)Nc2cccc(-c3ccc(N4CCCCC4)nn3)c2)c1
61: COc1ccc(-c2c(C)c3ccc(O)c(CN4CCCC4)c3oc2=O)cc1
62: Cc1ccc(NC(=O)CC2Nc3ccccc3NC2=O)cc1Cl (stereo not drawn)
63: Cc1ccc(NC(=O)CSc2nc(=O)n(Cc3cccnc3)c3c2CCC3)cc1F
64: O=C(NCc1ccccc1)NC(=O)c1ccncc1
65: CCOC(=O)c1c(NC(=O)c2ccc(-n3cnnn3)cc2)sc2c1CCCC2
66: O=C(CN1C2CCC1CC(NC(=O)NC1CCCCC1)C2)NC1CC1 (stereo not drawn)
67: CCc1ccc(N(C)S(=O)(=O)c2ccc3[nH]cc(C(=O)NCC4CCCO4)c(=O)c3c2)cc1 (stereo not drawn)
assay / compound	57	58	59	60	61	62	63	64	65	66	67
p53ts 39C tox	7.1%	0.1%	-19.1%	?	-16.4%	-13.1%	-5.9%	-4.6%	3.3%	-3.0%	-27.4%
IkB sig inh	1.7%	11.5%[11.4 µM]	0.3%	-3.1%	0.9%	8.4%	?	-2.1%	2.3%	-2.9%	2.1%
p53ts 32C tox	-0.2%	1.8%	-5.8%	?	-3.3%	-5.4%	-3.1%	-10.2%	-12.5%	3.2%	?
Peg3 imprint	-6.1%	-22.6%	-33.7%[inhibitor]	-10.5%[10.9 µM]	-11.5%[10.9 µM]	-11.6%	21.5%[10.9 µM]	0.1%	-6.8%	-1.5%	-14.6%[10.9 µM]
